# Xi reactivation – activators of inactive X chromosome reactivation, primary screen, imaging, XiGFP fibroblasts, GFP high-content imaging, set 2 | hit rate 0.055% among 360,000 | XiGFP mouse fibroblasts, % GFP-positive cells imaging, 3 d; cells co-treated with 5-aza-dC sensitizer; scaled so ellipticine positive control = 100% | activation, % at 7.58 µM;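 active = mean normalized replicate activation at least 10% and every replicate at or above 10%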;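 note: 0% = median of on-plate neutral control wells and 100% = ellipticine 6 µM median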
#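 assay system = SV40-immortalized XiGFP fibroblast cells, line 68-5-11 | buffer or medium = DMEM plus 5-aza-dC sensitizer | doses = single-point pinned compound dosing | times = 3-day compound exposure, then 15 min fixation at room temperature | benchmarks = positive control ellipticine, 6 µM final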
# PGC1a acetyl inh – inhibitors of PGC1a acetylation signal, primary screen, cell-based, U2OS, AlphaScreen, inhibitor mode; AlphaScreen anti-acetyl-lysine; with virally co-expressed GCN5 acetyltransferase; hit rate 0.17% among 350,000; inhibition, % at 15.6 µM;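 active = every replicate shows inhibition of at least 40%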;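 note: 0% = neutral control wells and 100% = positive control wells; some results beyond the cut were filed as inactive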
# Cneo AK release – Cryptococcus neoformans cell lysis inducers, primary screen, AK release luminescence, single concentration; AID 651654, 2012; C. neoformans lysis, adenylate kinase release luminescence, 4 h; normalised: neutral wells 0, clomiphene wells 100; hit rate 0.2% among 360,000; lysis activity, % at 15 µM;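 active = mean lysis activity across replicates of at least 80%, whatever share of replicates individually reach that level; inactive = mean lysis activity below 80%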
#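 Material – Cryptococcus neoformans yeast cells · Quantity – 5 × 10^6 yeast cells/mL · Buffer or medium – YPD medium · Compound – single dose · Timing – 4 h static compound exposure, 37 °C, read 1 h post-reagent · Signal – adenylate kinase release luminescence · Read-out basis – lysis from increased AK signal · Benchmarks – Clomiphene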
# LGR2 inh – inhibitors of bursicon-induced LGR2 CRE-luciferase signal, primary screen, cell-based, HEK293, CRE-luciferase reporter, bursicon stimulation | Drosophila bursicon receptor LGR2 (rickets) | bursicon-stimulated, 4 h | inhibition, % at 9.99 µM | hit rate 0.35% among 380,000 | AID 720647, 2013;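 active = drop in luminescence signal, shown as inhibition above about 50% in the replicate tests, limit read from the data, passing the limit was not always enough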;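 note: agonist challenge used bursicon conditioned medium at about half maximal strength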
# Active calls of the source: *; x = not tested or not shown; & = joins results of further samples; ! = not active in a repeat.
# Order of values: Xi reactivation	PGC1a acetyl inh	Cneo AK release	LGR2 inh
1) COc1cc(/C=C(\C#N)C(=O)NC2CCCCC2C)ccc1OS(=O)(=O)c1ccc(C)cc1 (centres undefined)
    -0.1	x	6	39
2) O=S(=O)(NCCSc1ccccn1)c1ccc(Cl)cc1
    -0.1	x	-1	-21
3) Cc1ccc2nc(-c3ccc(SCC(=O)Nc4nc(C)cs4)nc3)[nH]c2c1
    0.1	x	0	-45
4) Cc1ccccc1C(=O)NC(NC(=O)c1ccccc1C)c1cccc([N+](=O)[O-])c1
    0.2	x	-2	6
5) COc1ccc(CCNC(=O)c2ccc(CNS(=O)(=O)c3ccc(C(C)(C)C)cc3)cc2)cc1OC
    0.5	x	2	-4
6) COc1cc(C(=O)N/N=C/c2sc(=O)n(-c3ccccc3)c2Cl)cc(OC)c1OC
    0.0	x	-2	-2
7) O=C(Nc1cc(SCCO)cc([N+](=O)[O-])c1)c1ccco1
    0.3	x	-1	-9
8) Cc1cccc(NC(=O)CSc2ccc(-c3cccs3)nn2)c1C
    0.0	x	2	-9
9) O=C(CNC(=S)N(CCCN1CCOCC1)Cc1cccs1)NCCCN1CCOCC1
    0.0	x	1	-9
10) S=C1Nc2cc(Cl)ccc2Sc2ccccc21
    -0.2	x	5	-9

# Shown with tabs: entries from further up.
no.	structure	Xi reactivation	PGC1a acetyl inh	Cneo AK release	LGR2 inh
2	O=S(=O)(NCCSc1ccccn1)c1ccc(Cl)cc1	-0.1	x	-1	-21
10	S=C1Nc2cc(Cl)ccc2Sc2ccccc21	-0.2	x	5	-9

# Additional records
# Order of values: Xi reactivation	PGC1a acetyl inh	Cneo AK release	LGR2 inh
11) O=C(COC(=O)/C=C/c1ccc(Cl)cc1)NCCC1=CCCCC1
    0.1	x	4	-5
12) COc1cc(/C=C2/SC(=S)N(CC3CCCO3)C2=O)ccc1O (centres undefined)
    -0.1	x	-2	17
13) COc1ccc(/C=C/C(=O)NCCc2ccc(S(N)(=O)=O)cc2)cc1
    -0.1	x	-1	5
14) CCN(CC)c1ccc(NC(=O)c2ccccc2F)cc1S(=O)(=O)Nc1ccccc1OC
    0.0	x	-2	-1
15) COc1ccc(NC(=O)C(c2ccc(C)cc2)N(C)C(=O)CC2NC(=O)NC2=O)cc1 (centres undefined)
    0.2	x	1	2
16) CCOC(=O)C1C(c2ccc(C)o2)NC(=O)NC1(O)C(F)(F)F (centres undefined)
    0.0	x	-1	-7
17) S=C(Nc1ccccc1)Nn1cnnc1
    0.1	x	0	-1
18) CCOc1ccc(CC(=N)C2=C(O)CC(C)(C)CC2=O)cc1OCC
    0.0	x	-2	8
19) COc1cc(NC(=O)C/C(C)=N/NC(=O)C(OC)c2ccccc2)c(OC)cc1Cl (centres undefined)
    -0.1	x	0	16
20) COc1ccc(/C=N/OCC(=O)NC(c2ccccc2)c2ccccc2)c(OC)c1
    0.0	x	1	19

# Arranged by molecular weight (smallest number first): 16 of the compounds above.
# Order of values: Xi reactivation	PGC1a acetyl inh	Cneo AK release	LGR2 inh
17) S=C(Nc1ccccc1)Nn1cnnc1
    0.1	x	0	-1
10) S=C1Nc2cc(Cl)ccc2Sc2ccccc21
    -0.2	x	5	-9
7) O=C(Nc1cc(SCCO)cc([N+](=O)[O-])c1)c1ccco1
    0.3	x	-1	-9
16) CCOC(=O)C1C(c2ccc(C)o2)NC(=O)NC1(O)C(F)(F)F (centres undefined)
    0.0	x	-1	-7
18) CCOc1ccc(CC(=N)C2=C(O)CC(C)(C)CC2=O)cc1OCC
    0.0	x	-2	8
12) COc1cc(/C=C2/SC(=S)N(CC3CCCO3)C2=O)ccc1O (centres undefined)
    -0.1	x	-2	17
8) Cc1cccc(NC(=O)CSc2ccc(-c3cccs3)nn2)c1C
    0.0	x	2	-9
13) COc1ccc(/C=C/C(=O)NCCc2ccc(S(N)(=O)=O)cc2)cc1
    -0.1	x	-1	5
4) Cc1ccccc1C(=O)NC(NC(=O)c1ccccc1C)c1cccc([N+](=O)[O-])c1
    0.2	x	-2	6
20) COc1ccc(/C=N/OCC(=O)NC(c2ccccc2)c2ccccc2)c(OC)c1
    0.0	x	1	19
15) COc1ccc(NC(=O)C(c2ccc(C)cc2)N(C)C(=O)CC2NC(=O)NC2=O)cc1 (centres undefined)
    0.2	x	1	2
19) COc1cc(NC(=O)C/C(C)=N/NC(=O)C(OC)c2ccccc2)c(OC)cc1Cl (centres undefined)
    -0.1	x	0	16
6) COc1cc(C(=O)N/N=C/c2sc(=O)n(-c3ccccc3)c2Cl)cc(OC)c1OC
    0.0	x	-2	-2
1) COc1cc(/C=C(\C#N)C(=O)NC2CCCCC2C)ccc1OS(=O)(=O)c1ccc(C)cc1 (centres undefined)
    -0.1	x	6	39
14) CCN(CC)c1ccc(NC(=O)c2ccccc2F)cc1S(=O)(=O)Nc1ccccc1OC
    0.0	x	-2	-1
5) COc1ccc(CCNC(=O)c2ccc(CNS(=O)(=O)c3ccc(C(C)(C)C)cc3)cc2)cc1OC
    0.5	x	2	-4

# Carrying on:
# Order of values: Xi reactivation	PGC1a acetyl inh	Cneo AK release	LGR2 inh
21) CCCCNCCOCCOc1ccc(C)cc1Br
    0.1	x	1	-7
22) COCCCNC(=S)NNC(=O)c1ccoc1C
    0.1	x	6	1
23) C=CCn1c(=NC(=O)CN2C(=O)CCC2=O)sc2cc(S(N)(=O)=O)ccc21
    0.0	x	-1	4
24) COc1ccc(N2CCN(C(=O)CCS(=O)(=O)c3cccc4nsnc34)CC2)cc1
    0.0	x	1	1
25) O=C(CN(Cc1cccs1)S(=O)(=O)c1ccc(S(=O)(=O)NC2CCCCC2)cc1)Nc1ccccc1
    0.0	x	2	29
26) CN1CCN(NC(=O)C2CC2)CC1
    0.0	x	-1	-4
27) O=c1c2cn[nH]c2[nH]c(=S)n1-c1cccc(Cl)c1
    0.0	x	-2	7
28) CCOC(=O)c1csc(NC(=O)COc2ccc(Cl)cc2Cl)n1
    0.0	x	-4	-5
29) CCCOc1ccc(/C=N/Nc2cccc([N+](=O)[O-])c2)c(O)c1
    0.0	x	2	-80
30) CC(C)(C)c1nnc(N/N=C/c2cc(Br)ccc2O)n(N)c1=O
    0.0	x	2	37
31) C=CCNCCOCCOc1ccc(C)cc1Br
    0.1	x	1	-4
32) Cc1ccc(S(=O)(=O)N(C)/N=C/C=C/c2ccccc2)cc1
    0.0	x	-1	-32
33) CCC(C)Sc1cc(C)c(C#N)c2nc3ccccc3n12 (centres undefined)
    0.3	x	0	-15
34) COc1ccc2c(Cl)c(C(=O)N/N=C/c3c(C)[nH]c4ccccc34)sc2c1
    0.2	x	7	11
35) O=C(N/N=C/C(Br)=C\c1ccccc1)c1ccc2nc[nH]c2c1
    0.2	x	-10	-24
36) Nc1nc(SCC(=O)Nc2ccccc2Oc2ccccc2)n[nH]1
    -0.1	x	3	8
37) CCC(=C(c1ccc(OC)cc1)c1ccc(OC)cc1)c1cn(CC(O)CN2CCN(C)CC2)c2ccccc12 (centres undefined)
    0.0	x	29	25
38) CN(c1ccccc1)S(=O)(=O)c1cccc(NC(=O)CSc2nnc(N)s2)c1
    0.3	x	-1	-15
39) CCOc1ccc(/C=N/NC(=O)CN2CCSCC2)cc1
    0.2	x	-1	-9
40) CCCCCCc1cc2cc(C(=O)Nc3cccc(OC)c3)c(=O)oc2cc1O
    0.0	x	-1	32
41) COc1ccccc1/C=C/C=N/NC(=O)Cc1cccs1
    0.1	x	1	-25
42) O=C(CNC(=O)c1ccc(N2C(=O)c3ccccc3C2=O)cc1)OCC(=O)c1cccc2ccccc12
    -0.1	x	0	9
43) CCN(CC)S(=O)(=O)c1ccc(N2CCOCC2)c(NC(=O)c2cc(C)cc(C)c2)c1
    0.0	x	0	1
44) COc1cc(/C=N/NC(=O)C(=O)Nc2ccccn2)ccc1O
    0.3	x	-4	5
45) Cc1ccc(CNC(=O)c2cnccn2)cc1
    4.7	9	x	-7
46) COc1ccc(NC(=O)Nc2cccc3c2O[C@H](CN(C)Cc2ccc(Cl)c(Cl)c2)[C@@H](C)CN([C@@H](C)CO)C3=O)cc1
    -1.2	-2	x	21
47) CC(C)NC(=O)Nc1ccc2c(c1)C(=O)N([C@@H](C)CO)C[C@@H](C)[C@H](CN(C)C(=O)CCCN(C)C)OCCCC[C@@H](C)O2
    0.4	-3	x	4
48) N#C[C@@H]1[C@@H](c2ccccc2C2=CCCC2)[C@H](CO)N1C(=O)CN1CCOCC1
    0.0	6	x	1
49) COc1ccc2c3c([nH]c2c1)[C@@H](CO)N(CC1CC1)CC31CN(C(=O)c2ccccc2)C1
    0.3	6	x	-6
50) C[n+]1ccn(CC(=O)c2ccc(Cl)cc2)c1
    0.0	5	x	-7
51) COc1ccc2c3c(n(C)c2c1)[C@H](CO)NCC31CCN(C(C)=O)CC1
    0.0	1	x	-7
52) Cc1noc(C)c1NC(=O)Nc1ccc2c(c1)C(=O)N([C@@H](C)CO)C[C@H](C)[C@@H](CN(C)S(=O)(=O)c1ccccc1)O2
    -0.4	-2	x	-11
53) COc1ccc2c3c(n(C)c2c1)[C@H](CO)N(S(=O)(=O)c1ccc(C)cc1)CC31CN(S(=O)(=O)c2ccc(C)cc2)C1
    0.1	-1	x	-22
54) Fc1ccccc1-c1ccc(C2[C@@H]3CN(Cc4ccccn4)C[C@H]2N3)cc1 (some centres undefined)
    0.0&0.1	-40	x	16
55) c1cncc(-c2ccc(C3[C@H]4CNC[C@@H]3N4Cc3ccc4c(c3)OCO4)cc2)c1 (some centres undefined)
    0.1&0.0	6&1	x	2&4
56) COc1ccc2c(c1)C(=NNC(=O)c1ccccn1)c1cc(OC)ccc1-2
    0.1	11	x	3
57) CCC(=O)N1CCC2(CC1)CN(C(=O)Nc1ccccc1F)[C@@H](CO)c1[nH]c3cc(OC)ccc3c12
    0.1	-4	x	-4
58) Cc1ccc(/C=C/C(=O)Nc2nnc(C)s2)o1
    0.0	-5	x	-17
59) Cc1ccc(NC(=O)CC(C(=O)O)c2ccccc2)cc1 (centres undefined)
    0.6	3	x	-14
60) O=C(Nc1ccc(F)c(F)c1)c1ccccc1-c1ccccc1
    0.3	-5	x	27
61) C[C@H](CO)N1C[C@H](C)[C@H](CN(C)C(=O)Nc2ccccc2)Oc2c(NS(=O)(=O)c3cccs3)cccc2C1=O
    -0.8	9	x	-5
62) O=C(COc1ccccc1)NNC(=O)c1cc2ccccc2oc1=O
    0.2	-6	x	-19
63) COc1cccc(-c2ccc(C3[C@@H]4CN(S(=O)(=O)Cc5ccccc5)C[C@H]3N4)cc2)c1 (some centres undefined)
    0.0	-16	x	-1
64) Cc1noc(C)c1NC(=O)N(C)C[C@@H]1Oc2ccc(NS(=O)(=O)c3c(C)noc3C)cc2C(=O)N([C@@H](C)CO)C[C@H]1C
    -0.1	-1	x	-10
65) COc1ccc(S(=O)(=O)Nc2ccc3c(c2)C(=O)N([C@@H](C)CO)C[C@@H](C)[C@@H](CN(C)C(=O)NC(C)C)O3)cc1
    0.2	-2	x	-2
66) Cn1cnc(S(=O)(=O)N2C[C@@H]3N[C@H](C2)C3c2ccc(-c3ccccc3F)cc2)c1 (some centres undefined)
    0.0&0.1	-6&-7	x	53*!
67) O=C(O)CNC(=O)CC1S/C(=N/N=C2/NC(=O)CS2)NC1=O (centres undefined)
    0.0	5	x	-2
68) COc1ccc2c3c([nH]c2c1)[C@H](CO)N(C(=O)NC(C)C)CC31CN(C(=O)NC2CCCC2)C1
    0.4	0	x	-11
69) CCCNC(=O)N1CC2(CCN(Cc3ccc(F)cc3)CC2)c2c([nH]c3cc(OC)ccc23)[C@@H]1CO
    0.4	-6	x	-7
70) COc1cccc(NC(=O)N2CC(=O)N3[C@H](CO)[C@H](c4ccc(C5=CCCCC5)cc4)[C@@H]3C2)c1
    0.0	6	x	0
71) NC(=O)c1c(NC(=O)CCCC(=O)O)sc2c1CCCCCC2
    0.0	5	x	-10
72) CC(C)NC(=O)N(C)C[C@@H]1Oc2ccc(NC(=O)Cn3cnnn3)cc2C(=O)N([C@H](C)CO)C[C@H]1C
    -0.1	-10	x	-11

# From PubChem

# These rows are one share of the data. The share of hits here may be higher or lower than overall.
